Casp7 inh = qHTS Assay for Allosteric/Competitive Inhibitors of Caspase-7; recombinant caspase-7, Ac-DEVD-AFC fluorescence rate; Potency, µM (series often up to 57.5 µM), inactives show at the top dose activity change, negative = inhibition, hits mostly inhibitors; 75,000 tested, 0.02% active; AID 889, 2007; active = well fitted inhibition curve with a large enough effect in the main read-out, with a control signal flat, not every such curve was filed as active; inconclusive = small, poorly fitted or top-dose-only effect, or a change in a side signal; also: potency is read from the fitted curve at half-maximal effect; % of control where 0% means no effect
HEK293 cAMP cs = qHTS Assay for Agonists of the Thyroid Stimulating Hormone Receptor: Activators of Intracellular cAMP Concentrations in Parental HEK 293; 73,000 tested, 2.5% active; Potency, µM (top dose mostly 57.1 µM), inactives show at the highest dose activation, hits mostly activators; parental HEK293 CNG cAMP sensor, membrane potential fluorescence; also: potency is read from the fitted curve at half-maximal effect; % of control where 0% means no effect; nearly all actives have a fitted effect of over 55% in size
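Parental HEK 293 cells stably expressing a modified CNG channel (no TSHR) report cAMP rise as membrane depolarization. Membrane potential dye with 100 uM RO 20-1724 was loaded for 60 min at room temperature, then compound added for 30 min; fluorescence read at 590 nm.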
BRCT PPI green = qHTS Assay for Inhibitors of BRCT-Phosphoprotein Interaction (Green Fluorophore). Breast cancer type 1 susceptibility protein (Homo sapiens), P38398. BRCA1 BRCT-phosphopeptide binding, green fluorescence polarization. Potency, µM (top dose mostly 76.9 µM), inactives show at the top dose activity change, negative = inhibition, most hits filed as inhibitors. 75,000 tested, 0.05% active;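 also: potency is read from the fitted curve at half-maximal effect; plate controls were peptide without protein for full effect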
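Fluorescence polarization: His-tagged BRCT (~35 kDa BRCA1 C-terminus, 250 nM) bound to 100 nM fluorescein-labeled phosphorylated 10-aa BACH1 peptide, pH 7.3 phosphate buffer with DTT and Tween 20. Compounds incubated 12 min at room temperature; inhibition read as lowered polarization.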
Casp1 inh = qHTS Assay for Allosteric/Competitive Inhibitors of Caspase-1. P29466. Caspase-1 enzyme, Ac-WEHD-AFC fluorogenic rate. Potency, µM (titrated, usually from 57.5 µM), for the others: top-dose activity change, negative = inhibition, usual class: inhibitors. 75,000 tested, 0.03% active. AID 900, 2007;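 also: potency is read from the fitted curve at half-maximal effect; plate controls were vehicle for no effect and no substrate for full effect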
Target sequence (P29466 120-297 limits assumed): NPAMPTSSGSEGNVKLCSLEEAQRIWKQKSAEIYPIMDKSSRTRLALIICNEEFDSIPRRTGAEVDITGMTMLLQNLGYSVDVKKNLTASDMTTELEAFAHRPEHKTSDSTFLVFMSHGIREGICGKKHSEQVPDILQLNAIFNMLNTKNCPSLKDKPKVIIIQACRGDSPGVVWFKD
Target sequence (P29466 317-404 limits assumed): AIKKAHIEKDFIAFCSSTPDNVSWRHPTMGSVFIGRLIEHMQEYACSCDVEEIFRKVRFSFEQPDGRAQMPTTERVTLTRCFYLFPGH
4-MU autofl = qHTS Assay for Spectroscopic Profiling in 4-MU Spectral Region; compound autofluorescence, 340/450 nm, 4-MU equivalents; active compounds read high; max dye-equivalent concentration, M; 59,000 tested, 11% active; in the data active = max dye-equivalent concentration above about 10 nM; inconclusive = mostly about 1.1 nM to 9.6 nM
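Intrinsic fluorescence at 340/450 nm (ex/em) was read after 15 min at room temperature in pH 8.0, 100 mM Tris. Each compound concentration expressed as 4-MU-equivalent concentration from a six-point 4-MU standard series on each plate.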
GFP derepression = qHTS Assay for Epigenetic Modulators | mouse C127i GFP locus derepression, cytometry, 30 h | 68,000 tested, 0.09% active | Potency, µM (doses to about 46.1 µM), for inactives: at the highest dose GFP derepression (activation) | AID 597, 2007; also: % of control where 0% means no effect
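Derepression screen: silenced CMV-GFP reporter in murine C127i cells, 30 h compound incubation at 37 C, washed cells imaged by laser-scanning cytometer to enumerate GFP-expressing objects of 20 to 120 um.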
UbGFP stabilizer = Ubiquitin-GFP Assay | 67,000 tested, under 10 active | Potency, µM (highest dose often 45.9 µM), for inactives: top-dose activation (GFP accumulation), most hits filed as activators | Ubiquitin-GFP reporter cells, proteasome inhibition, GFP fluorescence; response scale: untreated = 0%, 10 µM MG-132 = 100% | AID 526, 2006; active = well fitted activation curve with a large enough effect, not every such curve was filed as active; inconclusive = small, poorly fitted or top-dose-only effect, or another doubt; inactive = no such curve, though single readings can be large or run the other way; also: potency is read from the fitted curve at half-maximal effect
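Proteasome blockade was scored as a rise in GFP-expressing U2OS cells carrying a ubiquitin(G76V)-GFP construct, imaged after 4 hr compound treatment at 37 °C across a 46 uM–2.9 nM series.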
Fluorescein fluor = qHTS Assay for Spectroscopic Profiling in Fluorescein Spectral Region | Compound autofluorescence, 480/540 nm, fluorescein-equivalent; active compounds read high | max fluorescein-equivalent concentration, M | 59,000 tested, 0.91% active; in the data active = max fluorescein-equivalent concentration above about 10 nM; inconclusive = between about 1.1 nM and that limit
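Library compounds, added at multiple concentrations to pH 8.0 Tris buffer (100 mM), incubate 15 min at room temperature before CCD imaging at 480 nm excitation and 540 nm emission.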
A350 autofl = qHTS Assay for Spectroscopic Profiling in A350 Spectral Region; Compound autofluorescence, 340/450 nm, Alexa 350 dye-equivalents; active compounds read high; max dye-equivalent concentration, M; 59,000 tested, 11% active; in the data active = max dye-equivalent concentration above about 10 nM; inconclusive = mostly about 1.1 nM to 9.6 nM
BRCT PPI red = qHTS Assay for Inhibitors of BRCT-Phosphoprotein Interaction (Red Fluorophore) | Potency, µM (titrated, usually from 76.9 µM), for the others: at the highest dose activity change, negative = inhibition, actives largely listed as inhibitors | BRCT-phosphopeptide binding, red fluorescence polarization | AID 892, 2007 | 75,000 tested, 0.03% active; also: % is scaled to controls: 0 for no effect and ±100 for the full control effect
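Rhodamine-labelled pBACH1 10-mer (100 nM) bound to BRCT domain (100 nM) at pH 7.3; compounds incubated 12 min room temperature, polarization read. Free peptide defines full inhibition; unlabelled decapeptide titrated as control.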
USP2a inhib = qHTS Assay for Inhibitors of Ubiquitin-specific Protease USP2a; Ubiquitin carboxyl-terminal hydrolase 2 (Homo sapiens), O75604; USP2a enzymatic assay, qHTS inhibition; Potency, µM (doses to about 38.3 µM), without a hit: top-dose activity change, negative = inhibition, usual class: inhibitors; 60,000 tested, 0.1% active;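 also: potency is read from the fitted curve at half-maximal effect; nearly all actives have a fitted effect of over 60% in size; plate controls were DMSO for no effect and NEM full inhibition control for full effect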
Target sequence (O75604 whole entry, looked up): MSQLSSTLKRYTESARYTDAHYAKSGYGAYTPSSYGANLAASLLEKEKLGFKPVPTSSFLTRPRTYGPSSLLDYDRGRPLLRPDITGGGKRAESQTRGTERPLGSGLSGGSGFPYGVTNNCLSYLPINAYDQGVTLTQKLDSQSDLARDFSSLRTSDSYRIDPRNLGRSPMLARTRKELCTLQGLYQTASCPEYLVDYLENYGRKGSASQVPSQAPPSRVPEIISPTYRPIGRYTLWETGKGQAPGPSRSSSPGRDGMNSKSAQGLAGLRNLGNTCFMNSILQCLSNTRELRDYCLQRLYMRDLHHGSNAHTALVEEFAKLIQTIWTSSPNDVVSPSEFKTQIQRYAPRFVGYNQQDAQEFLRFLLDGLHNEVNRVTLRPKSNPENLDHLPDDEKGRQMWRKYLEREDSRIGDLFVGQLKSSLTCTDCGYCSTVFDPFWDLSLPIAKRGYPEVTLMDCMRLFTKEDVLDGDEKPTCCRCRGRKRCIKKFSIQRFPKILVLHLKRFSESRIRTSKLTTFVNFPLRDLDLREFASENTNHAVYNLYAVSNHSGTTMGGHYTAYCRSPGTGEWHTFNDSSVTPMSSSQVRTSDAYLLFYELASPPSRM
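Coupled readout: USP2-cleaved Ub-PLA2 (20nM final) turns over NBD C6-HPC (20uM final), Ex 460nm/Em 535nm after 2.5 h, time-zero read flagging artifacts. Enzyme (20nM final, pH 8.0 Tris) given 30 min RT with compound first; NEM defines full inhibition.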
An asterisk follows results filed as active; i = inactive; ? = inconclusive; nt = not tested or not shown; & = joins results of further samples; [ ] = remark or other dose. Unless noted, calls follow the shape of the dose curve; as a rule, active = well fitted curve in the direction sought with a large enough effect; inconclusive = small, poorly fitted or top-dose-only effect, or another doubt; inactive = no such curve, though single readings can be large; an effect the other way counts as inactive or inconclusive. A portion of the library; rates above refer to the full screens.

Every second line gives: USP2a inhib	Casp7 inh	Fluorescein fluor	BRCT PPI red	4-MU autofl	GFP derepression	Casp1 inh	UbGFP stabilizer	A350 autofl	HEK293 cAMP cs	BRCT PPI green
1. CCn1c(=O)cc(SCC(=O)N2CCOCC2)c2ccccc21
 : 0%	-2%	?	-2.5%	?	0%	0%	nt	?	-2%	1.9%
2. Cc1ccc2nsnc2c1S(=O)(=O)NCc1ccc2c(c1)OCO2
 : 19%	-1%	i	1.2%	i	2%	0%	3%	i	9%	-5.5%
3. COc1ccc(CN2CCN(C(=O)c3cccs3)CC2)cc1Br
 : 3%	-2%	nt	-0.4%	nt	-2%	-1%	2%	nt	14%	-0.2%
4. Cc1ccn2cc(-c3nonc3C)cc2c1
 : 10%	1%[0.00368 µM]	i	-2.5%	i	2%	-9%	1%	?	9%	-1.1%
5. COc1cc(C2C(C#N)=C(N)Oc3c2oc(CO)cc3=O)ccc1OC(C)C (stereo not drawn)
 : -7%	0%	?	-3.5%	i	2%	-1%	0%	i	-11%	0.7%
6. Cc1nn(Cc2ccc(Cl)cc2Cl)c(C)c1NC(=O)c1nc2n(n1)C(C(F)F)CC(C)N2 (stereo not drawn)
 : 45%[activator]	0%	i	-5.5%	i	0%	-3%	?	i	15%	-1.9%
7. Cc1cc(C)cc(OCC(=O)Nc2ccc(N3CCCC3)cc2)c1
 : nt	-4%	nt	-1.9%	nt	nt	-4%	nt	nt	-13%	-0.5%
8. COc1ccc(C(c2nnnn2C2CCCC2)N2CCC(C)CC2)cc1 (stereo not drawn)
 : -6%	-1%	i	-0.3%	i	0%	-2%	-1%	i	20µM*	0.7%
9. CCOC(=O)c1cnc(SCc2ccc(C)cc2)nc1N
 : -3%	-3%	i	-1.3%	i	0%	-1%	0%	i	?	2.3%
10. CN(c1ccc(C(=O)NCc2ccc3c(c2)OCO3)cc1)S(C)(=O)=O
 : -5%	2%	i	-0.2%	i	0%	0%	-2%	i	3%	-3.1%
11. Cc1cnc(C(=O)Nc2ccc3c(c2)CCC3)cn1
 : 5%	3%	i	-4.2%	i	-1%	4%	-5%	i	19%	-1.1%
12. O=C(COn1nnc2ccccc21)NCC1CCCCC1
 : -8%	-4%	?	0.1%	i	-1%	1%	3%	i	1%	-2.0%
13. S=c1[nH]nc(CSc2nc3ccccc3s2)o1
 : 7%	-1%	nt	1.1%	nt	-2%	0%	2%	nt	13%	-1.6%
14. O=C(Oc1ccc2c(c1)OCO2)c1ccncc1
 : -7%	-2%	?	2.4%	i	0%	1%	1%	i	0%	0.2%
15. COc1cc(-c2nnc(Cn3cc(C(F)(F)F)ccc3=O)o2)cc(OC)c1OC
 : 12%	-2%	i	0.6%	i	0%	-4%	5%	i	6%	-0.1%
16. Cn1c(=O)cc(SCC(=O)NCc2ccco2)c2ccccc21
 : 0%	-1%	i	-0.2%	i	0%	1%	-5%	i	0%	-2.1%
17. O=C(OCC(=O)N1CCN(C(=O)c2ccco2)CC1)c1ccccc1Cc1ccccc1
 : 18%	-4%	?	-2.0%	i	2%	-1%	-3%	i	14%	0.3%
18. CC(NC(=O)C1CCC1)c1ccc2c(c1)OCO2 (stereo not drawn)
 : nt	-1%	nt	-0.3%	nt	nt	-1%	nt	nt	0%	0.3%
19. Cc1nc2cc(NC(=O)N3CCN(c4ccccn4)CC3)ccc2o1
 : -7%	0%	i	-0.1%	i	0%	3%	-4%	i	-1%	-1.3%
20. O=C(c1c(Cl)nc2sccn12)N1CCN(c2cccc(Cl)c2)CC1
 : 4%	0%	i	-0.4%	i	8%	-2%	-8%	i	32µM*	-1.5%

Shown field by field: 2 of the compounds above
12: O=C(COn1nnc2ccccc21)NCC1CCCCC1
  USP2a inhib: -8%	Casp7 inh: -4%	Fluorescein fluor: ?	BRCT PPI red: 0.1%	4-MU autofl: i	GFP derepression: -1%	Casp1 inh: 1%	UbGFP stabilizer: 3%	A350 autofl: i	HEK293 cAMP cs: 1%	BRCT PPI green: -2.0%

17: O=C(OCC(=O)N1CCN(C(=O)c2ccco2)CC1)c1ccccc1Cc1ccccc1
  USP2a inhib: 18%	Casp7 inh: -4%	Fluorescein fluor: ?	BRCT PPI red: -2.0%	4-MU autofl: i	GFP derepression: 2%	Casp1 inh: -1%	UbGFP stabilizer: -3%	A350 autofl: i	HEK293 cAMP cs: 14%	BRCT PPI green: 0.3%

Continued.
Every second line gives: USP2a inhib	Casp7 inh	Fluorescein fluor	BRCT PPI red	4-MU autofl	GFP derepression	Casp1 inh	UbGFP stabilizer	A350 autofl	HEK293 cAMP cs	BRCT PPI green
21. Cc1ccc(SC(C)c2nc(-c3cccnc3)no2)cc1 (stereo not drawn)
 : -3%	0%	i	0.4%	i	0%	-3%	0%	i	11%	0.4%
22. Cc1oc(-c2ccccc2F)nc1CS(=O)(=O)CC(=O)NC1CCCC1
 : nt	-1%	nt	1.5%	nt	-3%	-4%	3%	nt	24%	0.0%
23. Cc1nc2sccn2c1-c1nc(-c2cc3ccccc3o2)cs1
 : 11%	-2%	?	1.2%	i	-1%	-3%	-4%	?	?	1.2%
24. COC(=O)C(NC(=O)C(NC(=O)c1ccccc1)C(C)C)C(C)C (stereo not drawn)
 : -9%	-2%	i	0.3%	i	-2%	4%	5%	i	13%	-4.1%
25. COc1ccc(NC(=O)Nc2cc(C)ccc2OC(F)F)c(OC)c1
 : 5%	-1%	i	0.4%	i	8%	-2%	4%	i	-16%	-1.3%
26. Cc1ccc(Nc2nc(N)nc(CN3CCN(C)CC3)n2)cc1
 : 3%	0%	i	-0.9%	i	0%	0%	-3%	i	7%	-2.0%
27. N#CCc1nc(CSc2nc3ccccc3o2)cs1
 : 22%	-5%	i	-0.8%	i	0%	0%	-4%	i	-14%	3.5%
28. Nc1nc(-c2ccc(Br)s2)c(Br)s1
 : 5%	-5%	?	-1.6%	i	-2%	-5%	nt	i	-14%	0.6%
29. CCn1c(C(=O)NCCCc2ccccc2)cc2sccc21
 : nt	-3%	nt	2.0%	nt	nt	-4%	nt	nt	-59%[inhibitor]	-0.5%
30. O=C(Nc1ccc2c(c1)OCO2)Nc1ccc(Br)cn1
 : 7%	-2%	i	0.9%	i	4%	0%	1%	i	-4%	0.6%
31. CCC(C)NC(=O)c1cc(CC(C)C)on1 (stereo not drawn)
 : nt	1%	nt	2.2%	nt	nt	-4%	10%	nt	4%	0.7%
32. CC(C)(C)n1ncc2c(=O)n(CC(=O)N3CCN(c4ccccc4)CC3)cnc21
 : 5%	-2%	i	-1.3%	i	1%	-1%	-13%	i	7%	-1.0%
33. C=CCN(C(=O)CNC(=O)c1ccco1)C(C(=O)NC1CCCCC1)c1ccccc1 (stereo not drawn)
 : 5%	2%	i	-2.0%	i	3%	-1%	0%	?	?	1.0%
34. CC(C)(O)/C=C1/Oc2ccccc2C1N1CCCCC1 (stereo not drawn)
 : 42%[activator]	-1%	i	0.5%	i	6%	0%	15%	i	?	-2.0%
35. COc1ccc(CNc2ncnc3ccc(-c4ccccc4OC)cc23)c(OC)c1
 : -27%	-5%	?	0.9%	i	1%[9.22 µM]	-5%	-8%	i	?	-1.4%
36. c1ccc2c(c1)sc1nnnn12
 : -3%	0%	i	-2.4%	i	0%	1%	-2%	i	0%	-3.4%
37. c1ccc(-n2ncc3c(NCc4cccnc4)ncnc32)cc1
 : 5%	1%	nt	0.9%	nt	0%	-2%	-4%	nt	1%	2.0%
38. Cc1nn(C(=O)c2cccs2)c(N)c1-c1ccccc1
 : nt	-3%	nt	-3.1%	nt	nt	-2%	-11%	nt	0%	0.4%
39. O=C(CN(Cc1ccccc1F)C(=O)Cn1nnc(-c2cccs2)n1)NCC1CCCO1 (stereo not drawn)
 : 34%[activator]	0%	?	-1.2%	i	2%	-1%	-6%	i	4%	0.1%
40. OC(COc1ccc2ccccc2c1)Cn1ccnc1 (stereo not drawn)
 : 8%	0%	i	0.8%	?	2%	0%	6%	?	0%	-1.0%
41. COc1ccccc1N1CCN(CCCCN2C(=O)c3ccccc3C2=O)CC1
 : 14%	3%&3%	?	1.7%&-2.3%	7.7e-06M*	2%&-2%	0%&0%	3%&7%	7.9e-06M*	-3%&10%	-1.9%&-2.4%
42. COc1ccc2[nH]cc(CCNC(C)=O)c2c1
 : -1%	3%	?	-1.5%	i	-2%[9.22 µM]	0%	-1%	?	8%	-3.6%
43. Cc1c(-c2ccccc2)nc2ccccc2c1C(=O)O
 : 18%	0%	?	-0.4%	i	4%	1%	0%	i	7%	-3.0%
44. Cc1cc(NC(=O)CC2CCCC2)n(-c2nc3ccccc3[nH]2)n1
 : -1%	-7%	?	-0.8%	i	-1%	0%	3%	i	25µM*	-1.0%
